Bioassay records from PubChem.
TrxR1 substrate: qHTS Assay for Substrates of Mammalian Selenoprotein Thioredoxin Reductase 1 (TrxR1): qHTS. AID 588456, 2011. Potency, µM (titrated, usually from 114 µM), without a hit: at the highest dose activity change, negative = substrate turnover. 390,000 compounds, 0.01% hits. purified TrxR1 substrate turnover, NADPH consumption readout; note: % is set by controls: 0 for no effect and ±100 for the full control effect; nearly all actives have a fitted effect of over 50% in size
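Rat TrxR1, dispensed at 90 nM, was prereduced with 400 uM NADPH (final) for 5 min at ~22 deg C, then incubated with compound 15 min before 400 uM selenite. A first-read NADPH fluorescence drop versus no-compound background flagged substrates.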
rTrxR1 inhibitor: qHTS Assay for Inhibitors of Mammalian Selenoprotein Thioredoxin Reductase 1 (TrxR1): qHTS; recombinant rTrxR1, NADPH fluorescence consumption, selenite substrate; AID 588453, 2011; 390,000 compounds, 1% hits; Thioredoxin reductase 1, cytoplasmic (Rattus norvegicus), O89049; Potency, µM (titrated, usually from 114 µM), without a hit: at the highest dose activity change, negative = inhibition, most hits filed as inhibitors; note: % is set by controls: 0 for no effect and ±100 for the full control effect; nearly all actives have a fitted effect of over 65% in size
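Rat TrxR1 (90 nM in the dispensed reagent) was pre-reduced with 400 uM NADPH for 5 min at room temperature, then incubated with compound for 15 min. After 400 uM selenite was added, NADPH fluorescence (Ex 340/Em 450 nm) was followed for 8 min.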
RXFP1 ag: qHTS Assay for Agonists of the Relaxin Receptor RXFP1; AID 2676, 2010; 370,000 compounds, 0.3% hits; HEK293T-RXFP1 cAMP TR-FRET, 30 min; response scale: percent of porcine relaxin response, buffer zero; Potency, µM (titrated, usually from 57.5 µM), for the others: at the highest dose activation, most hits filed as activators; Relaxin receptor 1 (Homo sapiens), Q9HBX9; note: % is set by controls: 0 for no effect and ±100 for the full control effect; nearly all actives have a fitted effect of over 60% in size; many of its hits are not listed in these tables
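Agonist response is measured as cAMP accumulation in an RXFP1-transfected HEK293T line under PDE4 inhibition. Values are scaled between buffer-only and 29 nM porcine relaxin, and EC50s come from standard Hill equation fits.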
USP1 inh: Inhibitors of USP1/UAF1: Primary Screen; 390,000 compounds, 0.23% hits; Potency, µM (titrated, usually from 57.1 µM), for the others: at the highest dose activity change, negative = inhibition, hits mostly inhibitors; recombinant USP1/UAF1, Ub-Rhodamine cleavage fluorescence; Ubiquitin carboxyl-terminal hydrolase 1 (Homo sapiens), O94782; note: % is set by controls: 0 for no effect and ±100 for the full control effect; nearly all actives have a fitted effect of over 60% in size; inactives centre near -12
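USP1/UAF1 complex at 1 nM was preincubated with compound for 15 min at room temperature, then Ub-Rho substrate (150nM final) was added. Fluorescence (480/540 nm) was read kinetically, 6 reads every 60 seconds.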
IDH1 R132H inh: qHTS for Inhibitors of mutant isocitrate dehydrogenase 1 (IDH1): qHTS; Isocitrate dehydrogenase [NADP] cytoplasmic (Homo sapiens), O75874; IDH1-R132H enzyme, NADPH consumption, diaphorase/resazurin fluorescence; Potency, µM (series often up to 76.6 µM), for inactives: at the highest dose activity change, negative = inhibition, most hits filed as inhibitors; 390,000 compounds, 0.093% hits; AID 602179, 2012; note: % is set by controls: 0 for no effect and ±100 for the full control effect; nearly all actives have a fitted effect of over 65% in size
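IDH1-R132H (0.5 ug/mL dispensed) in pH 7.5 Tris buffer was preincubated 30 min with compound, then given a substrate mix of 0.016 mM NADPH and 2 mM alpha-KG for 80 min at room temperature; remaining NADPH was read by diaphorase/resazurin fluorescence.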
Vif-A3F inh: qHTS for Inhibitors of Vif-A3F Interactions: qHTS | 390,000 compounds, 0.2% hits | HeLa A3F-eYFP + Vif (tagged APOBEC3F with the HIV-1 protein that degrades it), YFP fluorescence increase | AID 602313, 2012 | Potency, µM (series often up to 46.1 µM), without a hit: at the top dose activity, negative = active; note: % of control where 0% means no effect; nearly all actives have a fitted effect of over 65% in size
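HeLa cells stably expressing A3F-eYFP plus Vif, plated and incubated overnight at 37 deg C, then exposed to compounds overnight at 37 deg C. Blocked degradation read as raised yellow fluorescence (Ex 488/Em 500-530).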
ALOX12 inh: Primary qHTS assay for inhibitors of human arachidonate 12S-lipoxygenase (ALOX12): Round 2; Potency, µM (series often up to 108 µM), for inactives: top-dose activity change, negative = inhibition, actives largely listed as inhibitors; 580,000 compounds, 1.1% hits; purified 12hLO, xylenol orange hydroperoxide absorbance; Polyunsaturated fatty acid lipoxygenase ALOX12 (Homo sapiens), P18054; note: % is set by controls: 0 for no effect and ±100 for the full control effect
Target sequence (P18054 whole entry, looked up): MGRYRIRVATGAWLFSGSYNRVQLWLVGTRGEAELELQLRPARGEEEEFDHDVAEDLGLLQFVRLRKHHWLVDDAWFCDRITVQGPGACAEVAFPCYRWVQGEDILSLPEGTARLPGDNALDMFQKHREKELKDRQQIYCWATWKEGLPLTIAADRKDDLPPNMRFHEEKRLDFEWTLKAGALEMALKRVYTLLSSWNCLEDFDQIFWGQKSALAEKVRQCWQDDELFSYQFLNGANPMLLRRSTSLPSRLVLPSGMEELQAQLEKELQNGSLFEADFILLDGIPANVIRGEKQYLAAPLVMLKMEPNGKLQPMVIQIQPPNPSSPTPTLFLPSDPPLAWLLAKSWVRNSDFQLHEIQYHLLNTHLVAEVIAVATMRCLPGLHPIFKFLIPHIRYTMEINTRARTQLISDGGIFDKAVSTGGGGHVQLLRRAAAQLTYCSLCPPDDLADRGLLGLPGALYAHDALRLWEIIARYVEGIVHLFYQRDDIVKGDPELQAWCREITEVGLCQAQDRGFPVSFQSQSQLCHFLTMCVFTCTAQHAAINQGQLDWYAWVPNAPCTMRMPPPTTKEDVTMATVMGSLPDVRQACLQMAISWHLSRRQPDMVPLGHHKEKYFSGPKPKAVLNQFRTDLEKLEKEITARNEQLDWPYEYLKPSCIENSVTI
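Purified human 12hLO (150 nM final) in 25 mM Hepes, 0.01% Triton X-100, pH 7.0 was preincubated 15 min at room temperature with compound. Then 40 uM arachidonic acid was added, 30 min. Hydroperoxide was read by Fe-XO absorbance ratio 573/405 nm.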
Vif-A3G inh: qHTS for Inhibitors of Vif-A3G Interactions: qHTS; DNA dC->dU-editing enzyme APOBEC-3G (Homo sapiens), Q9HC16; HeLa A3G-eYFP + Vif (tagged APOBEC3G with the HIV-1 protein that degrades it), YFP fluorescence, overnight; Potency, µM (top dose mostly 46.1 µM), without a hit: top-dose activity, negative = active, hits mostly inhibitors; 410,000 compounds, 0.076% hits; AID 602310, 2012;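 note: % is set by controls: 0 for no effect and ±100 for the full control effect; nearly all actives have a fitted effect of over 60% in size; hits raise eYFP signal because A3G escapes Vif-driven loss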
Target sequence (Q9HC16 whole entry, looked up): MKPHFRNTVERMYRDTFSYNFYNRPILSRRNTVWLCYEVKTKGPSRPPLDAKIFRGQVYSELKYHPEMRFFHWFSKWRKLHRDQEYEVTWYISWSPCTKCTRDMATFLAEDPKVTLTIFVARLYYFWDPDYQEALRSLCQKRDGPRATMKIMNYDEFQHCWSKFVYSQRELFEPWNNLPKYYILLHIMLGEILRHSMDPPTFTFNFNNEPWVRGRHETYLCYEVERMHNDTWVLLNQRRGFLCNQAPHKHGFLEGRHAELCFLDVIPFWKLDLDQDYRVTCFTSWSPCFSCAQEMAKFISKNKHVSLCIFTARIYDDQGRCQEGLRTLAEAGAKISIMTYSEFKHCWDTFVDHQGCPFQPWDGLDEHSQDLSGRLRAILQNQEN
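HeLa cells stably expressing Vif and C-terminally eYFP-tagged A3G, seeded overnight at 37 deg C, then exposed to compound by pintool overnight at 37 deg C. Rise in yellow fluorescence (Ex 488/Em 500-530, Acumen) marks blocked Vif-driven A3G degradation.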
RGS4 inhibitor: Inhibitors of Regulator of G Protein Signaling (RGS) 4: qHTS | Transcreener GDP fluorescence polarization, RGS4-accelerated GTP hydrolysis | Potency, µM (highest dose often 114 µM), for the others: at the highest dose activity change, negative = inhibition, actives largely listed as inhibitors | 390,000 compounds, 0.039% hits; note: % is set by controls: 0 for no effect and ±100 for the full control effect; nearly all actives have a fitted effect of over 75% in size; some results filed as inactive show a strong effect at the top dose
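MLSMR compounds (23 nl, pin-transferred) preincubated 10 min at room temperature with a 500nM (2x) first reagent, then RGS4 at 900nM (2x) plus Transcreener GDP mix added; fluorescence polarization (620/688 nm) read before and after 90 min at 30 °C.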
An asterisk follows results filed as active; u = inconclusive; x = not tested or not shown; & = joins results of further samples; [ ] = another dose, or the depositor's remark. Calls come from the whole dose curve; as a rule, active = well fitted curve in the direction sought with a large enough effect; inconclusive = small, poorly fitted or top-dose-only effect, or another doubt; inactive = no such curve, though single readings can be large; an effect the other way counts as inactive or inconclusive. Potency is the fitted concentration of half-maximal effect. This is a subset; rates above refer to the full screens.

SMILES | TrxR1 substrate | rTrxR1 inhibitor | RXFP1 ag | USP1 inh | IDH1 R132H inh | Vif-A3F inh | ALOX12 inh | Vif-A3G inh | RGS4 inhibitor
COc1ccc(S(=O)(=O)NCCc2csc3nc(-c4ccc(Cl)cc4)nn23)cc1C | -3%[57.1 µM] | 13%[57.1 µM] | -0.5% | u | -21% | 1% | 2% | 8% | -20%
O=C(CSc1ccccn1)N/N=C/c1cccc([N+](=O)[O-])c1 | 11%[57.1 µM] | 3%[57.1 µM] | -0.5% | -13% | 8% | 12% | -18% | 4% | 14%
Cc1cccc(COCCN2CCN(S(=O)(=O)c3ccccc3)CCC2=O)c1 | -6%[57.1 µM] | 13%[57.1 µM] | 2.7% | -6% | 16% | 4% | -3% | -2% | -6%
CC(NCc1ccccc1O)C12CC3CC(CC(C3)C1)C2 (stereo not given) | 8% | 15% | 0.0% | -23% | -5% | -14% | -4% | 3% | -2%
O=C(COC(=O)c1cccnc1Cl)NCCc1ccc(F)cc1 | -12% | -12% | x | -19% | 8% | 5% | 12% | -1% | -26%
COC(=O)c1cn(NC(=O)Cc2ccc(Cl)cc2)c(=O)c2ccccc12 | 4% | 7% | 1.5% | -16% | -3% | 1% | -17% | -6% | -31%
N#CC1=C(N)OC2=C(C(=O)CC(c3ccccc3)C2)C1c1ccoc1 (stereo not given) | -2% | -8% | 4.2% | -18% | 4% | 2% | -19% | -1% | -25%
CN(CC(=O)OCC(=O)NC1CCCC1)S(=O)(=O)c1ccc(Cl)cc1 | 0% | 4% | x | 3% | -13% | 7% | 2% | 0% | -2%
CC(C)=CCC/C(C)=C/CNC(=O)C[C@H]1C[C@H](C(=O)N2CCOCC2)[C@@]2(C)c3[nH]c4cc(-c5ccco5)ccc4c3CCN2C1=O | 11% | 0% | x | u | -17% | -2% | x | -3% | -53%
C(/C=C/c1ccco1)=N/N1CCN(c2ccccc2)CC1 | -9%[57.1 µM] | 4%[57.1 µM] | -0.4% | -14% | 5% | -9% | -24% | -1% | -48%
COC(=O)c1ccc2c(c1)N(CC(=O)Nc1ccc(C)c(C)c1)C(=O)c1ccccc1S2 | 5%[57.1 µM] | 17%[57.1 µM] | 3.9% | u | -14% | -1% | 0% | -6% | -9%
Cc1cc(C)n(-c2nc(C)nc(NCc3ccccc3)n2)n1 | -9%[57.1 µM] | 8%[57.1 µM] | -0.3% | -23% | 7% | 2% | -2% | 1% | -32%
Cc1ccc(CNc2nc3ccccc3n3cnnc23)cc1 | 7%&-1% | 23%&-1% | 8.9%&1.8% | -9%&-21% | -11%&5% | 2%&-6% | 0%&-1% | -3%&2% | -3%&27%
Cc1[nH]c2c(Cl)cccc2c(=O)c1CN1CCCCCC1 | -5% | -23% | -0.1% | -9% | -4% | 1% | 0% | 2% | 7%
CCN(CC)CCn1c2c(c(SCC(=O)Nc3cccc4ccccc34)nc1=O)CCC2 | -5% | -2% | -1.5% | -1% | 2% | -22% | -31% | -1% | 14%

A stretch from the list above, for reference:
SMILES | TrxR1 substrate | rTrxR1 inhibitor | RXFP1 ag | USP1 inh | IDH1 R132H inh | Vif-A3F inh | ALOX12 inh | Vif-A3G inh | RGS4 inhibitor
COc1ccc(S(=O)(=O)NCCc2csc3nc(-c4ccc(Cl)cc4)nn23)cc1C | -3%[57.1 µM] | 13%[57.1 µM] | -0.5% | u | -21% | 1% | 2% | 8% | -20%
O=C(CSc1ccccn1)N/N=C/c1cccc([N+](=O)[O-])c1 | 11%[57.1 µM] | 3%[57.1 µM] | -0.5% | -13% | 8% | 12% | -18% | 4% | 14%

More compounds follow.
SMILES | TrxR1 substrate | rTrxR1 inhibitor | RXFP1 ag | USP1 inh | IDH1 R132H inh | Vif-A3F inh | ALOX12 inh | Vif-A3G inh | RGS4 inhibitor
COc1ccc(OC)c(NC(=O)COC(=O)CCCN2C(=O)c3ccccc3C2=O)c1 | 13%[57.1 µM] | 9%[57.1 µM] | -0.4% | -18% | 17% | -7% | 10% | -1% | 16%
CCCN(CC(=O)Nc1ccccc1OC)C(=O)c1cc2ccccc2o1 | 7% | 17%[57.1 µM] | 0.6% | -6% | 0% | -19% | -16% | -4% | -7%
CCCCC1CCC(C(=O)N2CC(=O)Nc3ccc(Br)cc3C2c2ccc(F)cc2)CC1 (stereo not given) | -7% | 7% | -0.7% | -6% | 0% | 0% | 5% | 2% | 27%
Cc1cc(C)c(C(=O)Cn2nc(C)c([N+](=O)[O-])c2C)cc1C | -8% | 11%[57.1 µM] | 3.1% | -15% | 11% | 5% | -24% | -8% | -21%
CC(C)(CCl)C(=O)Nc1ccc(C(F)(F)F)cc1 | -2%[57.1 µM] | 16%[57.1 µM] | 0.2% | -1% | 13% | 2% | -14% | -1% | 7%
Cc1cc(OCc2n[nH]c(=S)n2-c2ccccc2)ccc1Cl | -2%[57.1 µM] | u | -2.1% | -16% | -2% | 5% | u | -1% | u
Clc1ccc2nc(-c3ccccc3)cn2c1 | 5% | 4% | 0.0% | -17% | 16% | 1% | 11% | -1% | -11%
COc1ccc(-c2csc(NC(=O)CN3C(=O)C4CCCCC4C3=O)n2)c(OC)c1 (stereo not given) | 3%[57.1 µM] | 5%[57.1 µM] | -1.6% | -23% | -3% | -12% | 10% | 1% | -2%
CC(NC(=O)COC(=O)c1ccccc1O)C1CC2CCC1C2 (stereo not given) | -12% | -16% | x | -18% | 10% | -14% | 7% | -1% | -19%
Fc1ccccc1NC(=S)Nc1ccc(Br)cc1 | -3% | u | 1.2% | -2% | -4% | u | -29% | -1% | 3%
O=S(=O)(c1ccc(SCc2ccccc2F)nc1)N1CCCC1 | -2% | 29% | -2.0% | -23% | -5% | 2% | 32%[activator] | 3% | 15%
O=C(N/N=C/c1ccccc1O)C1CC(=O)N(c2ccc(Cl)cc2)C1 (stereo not given) | 5% | 40%[activator] | -2.3% | -15% | -3% | -3% | 9% | -27% | 12%
CN1CCN(S(=O)(=O)c2cccc(C(=O)Nc3sccc3C(N)=O)c2)CC1 | -15% | u | 0.6% | -6% | -15% | -4% | u | 6% | -33%
Nc1ccn(CC(=O)N[C@H](CO)Cc2c[nH]c3ccccc23)c(=O)n1 | 8%[57.1 µM] | 13%[57.1 µM] | 1.0% | -8% | -12% | 1% | 0% | 2% | 3%
NC(=O)C1(N2CCCC2)CCN(Cc2ccccc2)CC1 | -1%[11.4 µM] | -23%[11.4 µM] | x | -5% | 4% | 2% | 36%[activator] | 0% | -10%
CC(=O)Nc1ccc(S(=O)(=O)N(Cc2ccccc2)c2ccccc2F)cc1 | -12% | 1% | -0.3% | -16% | 0% | 3% | -4% | 1% | -16%
Cc1ccc(S(=O)(=O)c2c(C)cc(C)[nH]c2=O)c(C)c1 | -2% | 14% | -0.3% | -1% | -2% | -10% | x | 3% | 8%
Cc1cc2c(c(=O)o1)C(c1ccc([N+](=O)[O-])o1)C(C#N)=C(N)O2 (stereo not given) | -13% | -134% | 2.0% | -15% | 29% | u | u | -1% | u
O=C1NC2=C(C(=O)CCC2)C(c2ccc(OC(F)F)cc2)N1 (stereo not given) | 10% | 20% | 0.3% | -9% | 0% | 0% | 11% | 4% | 13%
CCCN1CCc2c(sc(NC(=O)c3ccc(S(=O)(=O)N(C)c4ccccc4)cc3)c2C(N)=O)C1 | -5% | 12% | 1.7% | u | -7% | 6.3µM* | x | u | -31%
COc1ccccc1NC(=O)c1ccc(S(=O)(=O)N(C)c2ccccc2OC)cc1 | -9% | 13% | x | -13% | -3% | 7% | u | 3% | 28%
CC[C@]12c3[nH]c4cc(-c5ccco5)ccc4c3CCN1C(=O)[C@@H](CC(=O)NCCC1=CCCCC1)C[C@@H]2C(=O)N1CCN(C(=O)C2CC2)CC1 | 20% | 4% | x | -19% | -7% | 9% | u | -3% | u
CC1CCN(C(=O)CSCC(=O)O)CC1 | 5%[57.1 µM] | 17%[57.1 µM] | -4.4% | -4% | 0% | -10% | -11% | 4% | 1%
CC1CCN(C(=O)c2cc3ccccc3c(=O)o2)CC1 | -8% | -8% | 0.2% | -11% | 3% | 2% | -17% | 1% | 0%
COc1ccc2cc(CCNC(=O)C(C)C)c(=O)[nH]c2c1 | -2% | 1% | 1.4% | -3% | 6% | -1% | u | 2% | 4%
CC(C)Cc1cc(C(=O)Nc2ccc(Br)cc2)no1 | -10% | -16% | 1.6% | -10% | -5% | 2% | 20% | -6% | -1%
CCOc1nc(Nc2cc(Cl)ccc2OC)nc(OCC)n1 | -5%[11.4 µM] | 2% | 0.1% | 4% | -4% | 5% | 3% | -5% | 9%
